FAS-TE inh – FAS thioesterase (human) inhibition; P49327; AID 602261; 360,000 tested, 0.67% active; inhibition, % at 15 µM; recombinant FAS-TE, OMFH fluorogenic substrate, fluorescence endpoint;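 active = compounds whose normalised, plate-corrected inhibition of enzyme fluorescence in the single-dose primary screen is 50% or more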;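 also: 0% = DMSO with enzyme and 100% = substrate without enzyme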
CSN deneddyl inh – inhibitors of human CSN-mediated cullin deneddylation | Q92905 | Purified CSN, SCF-Nedd8-OG deneddylation, fluorescence polarization | inhibition, % at 12.5 µM | 360,000 tested, 0.38% active | AID 651999;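 active = pattern-corrected inhibition above about 35%, with an unprinted fluorescence ratio check between 0.5 and 1.5, limit read from the data, passing the limit was not always enough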;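 also: 0% = enzyme with substrate and 100% = substrate without enzyme; some results filed as inactive read as strong as hits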
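assay system = purified human Csn5 enzyme expressed in HEK293T cells | amount = 0.24 nM enzyme | buffer or medium = Tris/NaCl/DTT buffer, pH 7.5 | reagent = 10 nM SCFSkp2-Nedd8OG | compound = one concentration, 12.5 µM, 0.25% DMSO | times = 90 min reaction at room temperature | signal = FP | read-out basis = % inhibition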
Tb MetRS inh – Trypanosoma brucei MetRS inhibition. purified T. brucei MetRS, ATP depletion, Kinase-Glo luminescence. inhibition, % at 11.9 µM. 360,000 tested, 0.4% active. AID 624268;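 active = inhibition above a per-plate cutoff of the control wells' mean inhibition plus 3 SD, cut at about 5.5% in these data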;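 also: 0% = DMSO wells median and 100% = median of wells with control inhibitor compound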
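Dosing: 11.9 µM compound single dose, 0.9% DMSO; Assay system: purified T. brucei MetRS enzyme; Measured by: Kinase-Glo luciferase luminescence reporting remaining unconsumed ATP; Schedule: 15 min plus 2 h at 25 °C.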
MsrA inhibitor – inhibitors of bovine MsrA; purified bovine MsrA, absorbance read-out; inhibition, % at 15.5 µM; 360,000 tested, 0.75% active; in the data active = inhibition above about 4.5%;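 also: 0% = vehicle wells with enzyme and 100% = reference inhibitor wells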
Rin1-Abl PPI inh – blocks binding of human Rin1 to Abl. P00519+Q13671. TR-FRET Rin1/Abl binding, biochemical. inhibition, % at 7.35 µM. 360,000 tested, 0.4% active; in the data active = inhibition above about 5%, passing the limit was not always enough
E coli Lon inh – inhibitors of E. coli Lon protease; 360,000 tested, 0.42% active; inhibition, % at 7.94 µM; purified E. coli Lon protease, fluorescence polarization; P0A9M0; in the data active = inhibition above about 13%, passing the limit was not always enough;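 also: 0% = enzyme with probe and DMSO and 100% = no enzyme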
MLLE-PAM2 inh – blocks PAM2 peptide binding to the PABP1 MLLE domain. GST-MLLE / FITC-PAM2 fluorescence polarization. P11940. inhibition, % at 20 µM. AID 588489. 360,000 tested, 0.36% active; in the data active = inhibition above about 35%, passing the limit was not always enough;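 also: plate controls were DMSO wells with GST-MLLE for no effect and wells lacking GST-MLLE protein for full effect; some results filed as inactive read as strong as hits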
Neddylation inh – inhibitors of human cullin neddylation. TR-FRET cullin neddylation, biochemical. P61081+Q13564. calls only at 25 µM. 360,000 tested, 0.58% active; in the data active = inhibition above about 36%
Target sequence (P61081 whole entry, looked up): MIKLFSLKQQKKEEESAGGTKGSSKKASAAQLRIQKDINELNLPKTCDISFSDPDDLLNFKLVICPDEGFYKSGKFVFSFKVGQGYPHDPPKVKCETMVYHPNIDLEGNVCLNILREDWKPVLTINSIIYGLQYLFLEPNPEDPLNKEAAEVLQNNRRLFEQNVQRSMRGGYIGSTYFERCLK
Target sequence (Q13564 whole entry, looked up): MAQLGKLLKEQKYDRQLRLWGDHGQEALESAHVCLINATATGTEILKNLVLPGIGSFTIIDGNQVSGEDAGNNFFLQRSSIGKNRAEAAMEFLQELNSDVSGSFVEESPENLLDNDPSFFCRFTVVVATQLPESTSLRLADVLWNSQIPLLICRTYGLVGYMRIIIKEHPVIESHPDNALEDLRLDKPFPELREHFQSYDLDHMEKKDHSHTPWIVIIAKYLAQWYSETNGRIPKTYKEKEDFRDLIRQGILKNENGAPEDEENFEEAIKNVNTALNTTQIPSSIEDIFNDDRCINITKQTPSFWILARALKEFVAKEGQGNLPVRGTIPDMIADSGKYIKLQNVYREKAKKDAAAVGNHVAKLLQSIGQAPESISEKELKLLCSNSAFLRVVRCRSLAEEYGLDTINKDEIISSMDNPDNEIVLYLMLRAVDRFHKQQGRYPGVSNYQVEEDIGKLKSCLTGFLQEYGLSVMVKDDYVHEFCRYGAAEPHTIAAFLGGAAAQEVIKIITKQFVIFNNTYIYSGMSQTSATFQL
MsrA act – activates bovine MsrA enzyme. 360,000 tested, 0.3% active. activation, % at 10.6 µM. purified bovine MsrA, absorbance read-out; in the data active = activation above about 7.5%;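 also: 0% = vehicle and 100% = reference activator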
* marks the source's active call; other numbers are inactive results; i = inactive; x = not tested or not shown; + = active, no number.

entry	structure	FAS-TE inh	CSN deneddyl inh	Tb MetRS inh	MsrA inhibitor	Rin1-Abl PPI inh	E coli Lon inh	MLLE-PAM2 inh	Neddylation inh	MsrA act
1	CC1=C(C(=O)N2CCOCC2)CC(CC(=O)NCc2cccc3ccccc23)C(=O)N1CCC1=CCCCC1 (centres undefined)	-1	-4	0.5	0.3	-1	3	-3	i	-1
2	CCC(=O)NNc1ncnc2ccccc12	-13	1	-0.2	2.1	3	-13	6	i	-5
3	O=C1CC(C2CCCO2)C(=O)N1c1ccccc1 (centres undefined)	-6	-6	-0.4	-1.4	-2	4	8	i	1
4	Cc1ccc(NC(=S)N(CCCN2CCOCC2)Cc2ccco2)cc1Cl	17	0	-0.7	-0.5	-4	0	-94	i	-4
5	Cc1cc(C)cc(NC(=S)N2CCN(CCO)CC2)c1	-11	-9	-0.5	-1.1	-1	-1	-32	i	-8
6	CCOC(=O)C(C)Sc1nnc2c3ccccc3n(C)c2n1 (centres undefined)	2	0	-1.0	0.5	-5	-1	11	i	-3
7	CCOC(=O)C1CCCN(C(=O)c2ccc(S(=O)(=O)N3CCOCC3)cc2)C1 (centres undefined)	-9	3	-0.3	0.3	0	-3	-5	i	-4
8	COc1cccc(NC(=O)CN(C)C(=O)c2cc(Cl)nc3ccccc23)c1	-2	-8	-0.4	0.5	0	-2	-4	i	-7
9	COc1ccc(CN(C)C(=O)Cn2cc(C)c(=O)[nH]c2=O)cc1OC	-5	-1	-0.3	0.1	-1	-10	7	i	-2
10	Cc1ccc(C)c(OCc2cc(C(=O)N(C)Cc3nccn3C)no2)c1	-6	-2	0.1	1.6	-2	-6	-8	i	-1
11	COc1ccc(C2C(C#N)=C(N)OC3=C2C(=O)CC(C)(C)C3)cc1Cn1nc(C)c([N+](=O)[O-])c1C (centres undefined)	6	1	-0.4	1.9	-1	1	-12	i	0
12	COc1ccccc1NC(=O)c1sc(Cl)nc1C	-4	2	1.4	0.2	1	-4	-7	i	-3
13	Cc1ccc(C)c(N2CCN(S(=O)(=O)c3cc4c(cc3Cl)NC(=O)CO4)CC2)c1	3	-2	-0.6	0.8	-1	-1	3	i	-6
14	COCCCNc1nc2c(c(=O)n(Cc3ccc(F)cc3)c(=O)n2C)n1C	-4	-3	-0.5	-0.2	1	-6	7	i	-3
15	Cc1ccc(C(=O)NCC(=O)OCCCn2c(=O)[nH]c3ccccc32)cc1	-3	-4	-0.3	-0.9	-1	-7	13	i	-4

An excerpt of these results, screen by screen:
2) CCC(=O)NNc1ncnc2ccccc12
3) O=C1CC(C2CCCO2)C(=O)N1c1ccccc1 (centres undefined)

compound no.	2	3
FAS-TE inh	-13	-6
CSN deneddyl inh	1	-6
Tb MetRS inh	-0.2	-0.4
MsrA inhibitor	2.1	-1.4
Rin1-Abl PPI inh	3	-2
E coli Lon inh	-13	4
MLLE-PAM2 inh	6	8
Neddylation inh	i	i
MsrA act	-5	1

The listing continues.
entry	structure	FAS-TE inh	CSN deneddyl inh	Tb MetRS inh	MsrA inhibitor	Rin1-Abl PPI inh	E coli Lon inh	MLLE-PAM2 inh	Neddylation inh	MsrA act
16	CCC(C)[C@H]1CNC(=O)C(=O)N1CCCc1cc(OC)c(OC)c(OC)c1 (some centres undefined)	-8	1	0.5	-0.8	3	-14	4	i	-1
17	COc1ccc(NC(=O)c2sc3nc(N4CCOCC4)c4c(c3c2N)CCCC4)cc1	5	0	0.1	x	-4	-6	19	i	0
18	N#Cc1ncc(-c2ccc3c(c2)OCCOCCOCCOCCO3)nc1C#N	8	1	-0.3	1.1	1	-10	-2	+	-5
19	NNC(=S)Nc1c(F)cc(F)cc1Br	-8	0	0.0	3.0	0	11	22	i	1
20	COc1ccc(-c2nnc(NC(=O)c3ccc(S(=O)(=O)N4CCc5ccccc5C4)cc3)o2)cc1	12	9	-0.4	x	-1	-2	-3	i	-4
21	CCOC(=O)C1CCCN(C(=O)Nc2cccc(Cl)c2)C1 (centres undefined)	-3	-1	0.2	0.5	-1	1	5	i	-2
22	CCOC(=O)c1cnc2sccn2c1=O	-8	-4	-0.3	3.4	-1	-6	-2	i	-5
23	Cc1cc2nc(-c3cccc(Br)c3)c(Cc3cccc(Cl)c3)n2c(C)c1Br	26	3	0.1	-1.0	x	-5	x	i	-3
24	CC(=O)c1ccc(OCC(C)C)c(Cc2c(O)nc(N)[nH]c2=O)c1	-6	-3	0.2	0.4	3	7	-2	i	-1
25	C=Cc1ccc(COC(=O)c2cn(CC)c3nc(C)ccc3c2=O)cc1	5	-5	-0.6	0.8	-3	-8	-5	i	0
26	CC(C)Oc1ccc(C(=O)NC2CCCCC2)cc1	-1	0	-0.2	0.1	-1	-1	1	i	0
27	CN(Cc1ccccc1)C(=O)Nc1ccccc1	-8	-6	-0.6	-0.7	-1	-7	-2	i	-9
28	Cc1cc(S(=O)(=O)NCCCN2CCOCC2)ccc1F	-5	0	-0.3	0.8	0	0	-1	i	-8
29	CCOCCCNC(=O)CN1CCN(S(=O)(=O)c2ccc3c(c2)CCC3)CC1	-5	-1	-0.2	0.7	1	-4	-29	i	4
30	Cc1ccc(C(C(=O)NC2CCCCC2)N(CC2CCCO2)C(=O)CNC(=O)c2cccs2)cc1 (centres undefined)	-3	-2	-0.5	2.0	3	8	-1	i	7

Records 20 to 30, quoted:
entry	structure	FAS-TE inh	CSN deneddyl inh	Tb MetRS inh	MsrA inhibitor	Rin1-Abl PPI inh	E coli Lon inh	MLLE-PAM2 inh	Neddylation inh	MsrA act
20	COc1ccc(-c2nnc(NC(=O)c3ccc(S(=O)(=O)N4CCc5ccccc5C4)cc3)o2)cc1	12	9	-0.4	x	-1	-2	-3	i	-4
21	CCOC(=O)C1CCCN(C(=O)Nc2cccc(Cl)c2)C1 (centres undefined)	-3	-1	0.2	0.5	-1	1	5	i	-2
22	CCOC(=O)c1cnc2sccn2c1=O	-8	-4	-0.3	3.4	-1	-6	-2	i	-5
23	Cc1cc2nc(-c3cccc(Br)c3)c(Cc3cccc(Cl)c3)n2c(C)c1Br	26	3	0.1	-1.0	x	-5	x	i	-3
24	CC(=O)c1ccc(OCC(C)C)c(Cc2c(O)nc(N)[nH]c2=O)c1	-6	-3	0.2	0.4	3	7	-2	i	-1
25	C=Cc1ccc(COC(=O)c2cn(CC)c3nc(C)ccc3c2=O)cc1	5	-5	-0.6	0.8	-3	-8	-5	i	0
26	CC(C)Oc1ccc(C(=O)NC2CCCCC2)cc1	-1	0	-0.2	0.1	-1	-1	1	i	0
27	CN(Cc1ccccc1)C(=O)Nc1ccccc1	-8	-6	-0.6	-0.7	-1	-7	-2	i	-9
28	Cc1cc(S(=O)(=O)NCCCN2CCOCC2)ccc1F	-5	0	-0.3	0.8	0	0	-1	i	-8
29	CCOCCCNC(=O)CN1CCN(S(=O)(=O)c2ccc3c(c2)CCC3)CC1	-5	-1	-0.2	0.7	1	-4	-29	i	4
30	Cc1ccc(C(C(=O)NC2CCCCC2)N(CC2CCCO2)C(=O)CNC(=O)c2cccs2)cc1 (centres undefined)	-3	-2	-0.5	2.0	3	8	-1	i	7

(cont.)
entry	structure	FAS-TE inh	CSN deneddyl inh	Tb MetRS inh	MsrA inhibitor	Rin1-Abl PPI inh	E coli Lon inh	MLLE-PAM2 inh	Neddylation inh	MsrA act
31	O=C(Nc1ccc(Cl)cc1)N1N=CCC1c1ccccc1 (centres undefined)	11	-4	-0.7	-0.8	-1	-2	0	i	-2
32	CC(=O)N1CCC(=NNS(=O)(=O)c2cccc([N+](=O)[O-])c2)CC1	0	-3	0.2	0.8	0	-7	9	i	6
33	c1cncc(-c2nc(NCc3ccc4c(c3)OCO4)c3ccccc3n2)c1	17	1	1.6	1.0	-1	7	-28	i	-1
34	COc1ccc(S(=O)(=O)N2CCN(c3nc(C)cc(C)n3)CC2)cc1	12	-6	-0.3	0.9	-3	2	-1	i	-1
35	Cc1ccc(C(=O)NCC(=O)OCC(=O)Nc2ncc(C(F)(F)F)cc2Cl)cc1	12	-1	-0.3	2.4	-23	-4	-4	i	-4
36	Nc1cc(N)cc(-c2nc3ccccc3[nH]2)c1	-1	-1	1.9	0.9	-5	-7	-3	+	2
37	CN(CCCC1CCCC1)C(=O)c1cc(COc2ccc(F)cc2F)on1	37	2	-0.4	-0.1	0	-4	-10	i	9.1*
38	Cc1ccc(S(=O)(=O)N2CCC(=O)N([C@H](COCc3cccc(Cl)c3)Cc3ccccc3)CC2)cc1	22	2	-1.1	2.8	x	-5	x	i	-4
39	CCOc1nc(NCCN2CCOCC2)nc(Nc2ccc(C)cc2)n1	-4	7	0.2	-0.3	-2	-1	-11	i	-3
40	CCCCn1c(SCc2ccc(Cl)cc2)nc2c1c(=O)[nH]c(=O)n2C	4	1	-1.1	-0.7	-1	-10	35	i	-9
41	CCOC(=O)N1CCN(C(=O)/C(=C/c2ccc(OC)cc2)NC(=O)c2ccccc2)CC1	-1	-3	-1.9	2.0	0	-1	-1	i	-5
42	CCOC(=O)c1ccc(NC(=S)N2CCN(C)CC2)cc1	-7	1	-0.2	1.7	-4	-2	-21	i	-3
43	Cc1cc(-c2ccc(S(=O)(=O)N3CCN(C)CC3)s2)on1	-5	0	-0.1	-0.5	-3	0	7	i	-2
44	COC(=O)c1ccc(C(=O)OC)c(NC(=S)N2CCC(N3CCCCC3)CC2)c1	-4	-2	-0.5	2.2	0	2	-8	i	-5
45	Cc1ccc(C(=O)NCCNc2ccc(Cl)cc2[N+](=O)[O-])o1	7	1	1.4	-1.2	-11	-5	-8	i	-3
46	CN(C)c1ccc(NC(=O)CN2C(=O)CC(c3ccccc3)=Nc3ccccc32)cc1	-9	6	-2.3	-0.1	0	7	-8	i	-8
47	COC(=O)C1=C(C)N(Cc2ccco2)C(=O)N[C@@H]1c1ccc(Br)cc1	-2	-5	-0.2	0.6	0	-4	1	i	-1
48	Cc1ccccc1NC(=O)COc1cccc2c1CCNC2=O	-8	4	-0.4	0.6	-5	1	-18	i	-3
49	COCCNC(=O)c1onc(CSc2ccccc2)c1C(=O)NCCOC	-7	3	-0.3	0.1	-1	-8	8	i	-1
